Compound activity as filed in PubChem BioAssay.
Tb PYK inh – qHTS of Trypanosoma Brucei Inhibitors; pyruvate kinase (Trypanosoma brucei), Q57TT1; TbPYK enzyme, Kinase-Glo Plus ATP luminescence, 45 min; Potency, µM (highest dose often 76.8 µM), inactives show at the top dose activity, negative = inhibition, usual class: inhibitors; 0.12% of 410,000 active; AID 624173, 2012; also: potency is read from the fitted curve at half-maximal effect; nearly all actives have a fitted effect of over 50% in size
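Luminescent Kinase-Glo Plus end-point after 45 min room-temperature reaction of T. brucei pyruvate kinase started with 130 uM ADP (final). Buffer TEA 50 mM pH 7.2 with KCl, MgCl2, BSA, Tween-20; titration-based qHTS with fitted concentration-effect curves.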
AmpC inh detg – qHTS Inhibitors of AmpC Beta-Lactamase (assay with detergent) | P00811 | 0.041% of 370,000 active | Potency, µM (doses to about 114 µM), for inactives: at the top dose activity change, negative = inhibition, actives largely listed as inhibitors | AID 485294, 2010 | AmpC hydrolysis of nitrocefin, absorbance 480 nm, 0.01% Triton;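 also: potency is read from the fitted curve at half-maximal effect; 0% = no-compound wells and -100% = no-enzyme wells; nearly all actives have a fitted effect of over 25% in size; some results filed as inactive show a strong effect at the top dose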
Target sequence (P00811 whole entry, looked up): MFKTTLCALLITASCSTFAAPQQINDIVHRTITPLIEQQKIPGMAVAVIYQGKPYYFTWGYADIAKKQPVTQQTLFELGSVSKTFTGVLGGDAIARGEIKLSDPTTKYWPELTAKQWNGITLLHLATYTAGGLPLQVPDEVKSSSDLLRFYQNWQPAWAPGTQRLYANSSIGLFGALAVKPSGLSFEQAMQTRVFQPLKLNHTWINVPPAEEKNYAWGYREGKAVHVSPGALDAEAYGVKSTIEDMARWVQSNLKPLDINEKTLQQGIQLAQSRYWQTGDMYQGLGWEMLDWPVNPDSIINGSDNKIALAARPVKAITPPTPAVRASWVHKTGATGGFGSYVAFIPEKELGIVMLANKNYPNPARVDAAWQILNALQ
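AmpC (5.3 nM in the dispensed reagent) in 20 mM phosphate pH 7.0 with 0.01% (detergent screen) or 0.0001% Triton X-100 was preincubated with compounds for 15 min at room temperature. Nitrocefin was then added from an 800 uM solution, and hydrolysis was followed at 480 nm.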
AmpC inh no detg – qHTS Inhibitors of AmpC Beta-Lactamase (assay without detergent). P00811. AmpC nitrocefin hydrolysis, absorbance 480 nm, 0.0001% Triton. Potency, µM (top dose mostly 57.1 µM), without a hit: at the top dose activity change, negative = inhibition, hits mostly inhibitors. 0.52% of 330,000 active;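 also: potency is read from the fitted curve at half-maximal effect; plate controls were no compound for no effect and no enzyme for full effect; nearly all actives have a fitted effect of over 20% in size; some results filed as inactive show a strong effect at the top dose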
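AmpC (5.3 nM in the dispensed reagent) in 20 mM phosphate pH 7.0 with 0.01% (detergent screen) or 0.0001% Triton X-100 was preincubated with compounds for 15 min at room temperature. Nitrocefin was then added from an 800 uM solution, and hydrolysis was followed at 480 nm.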
LmPK inhibitor – qHTS Assay for Inhibitors of Leishmania Mexicana Pyruvate Kinase (LmPK); purified LmPK, Kinase-Glo ATP luminescence, 1 h; 0.37% of 290,000 active; AID 1721, 2009; Potency, µM (series often up to 57.5 µM), for the others: top-dose activity change, negative = inhibition, actives largely listed as inhibitors; Q27686; also: potency is read from the fitted curve at half-maximal effect
Target sequence (Q27686 whole entry, looked up): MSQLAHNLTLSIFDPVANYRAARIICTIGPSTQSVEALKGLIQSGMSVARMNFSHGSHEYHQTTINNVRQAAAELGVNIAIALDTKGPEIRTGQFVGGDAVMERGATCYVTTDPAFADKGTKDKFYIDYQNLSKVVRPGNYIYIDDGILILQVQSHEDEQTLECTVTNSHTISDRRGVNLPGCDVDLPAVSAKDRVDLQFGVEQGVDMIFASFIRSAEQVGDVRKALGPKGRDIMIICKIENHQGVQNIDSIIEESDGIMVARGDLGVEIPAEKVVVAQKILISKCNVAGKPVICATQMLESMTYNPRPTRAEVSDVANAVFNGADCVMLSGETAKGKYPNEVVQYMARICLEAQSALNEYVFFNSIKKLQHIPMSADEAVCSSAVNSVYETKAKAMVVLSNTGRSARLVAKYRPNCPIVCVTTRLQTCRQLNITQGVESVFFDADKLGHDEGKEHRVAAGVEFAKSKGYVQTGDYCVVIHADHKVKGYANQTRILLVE
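Pyruvate kinase activity monitored as ATP production (luciferase luminescence). Conditions: 0.1 nM enzyme, 0.5 mM PEP, 0.1 mM ADP, 1 h, RT; normalized against uninhibited and no-enzyme wells.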
AMA1 RON2 block – qHTS for Inhibitors of AMA1-RON; Towards Development of Antimalarial Drug Lead: Primary Screen. Plasmodium falciparum AMA1 (3D7) - RON2 peptide interaction. AlphaScreen AMA1-biotinylated RON2 peptide binding. Potency, µM (highest dose often 58.2 µM), for inactives: top-dose activity change, negative = inhibition, most hits filed as inhibitors. 0.2% of 360,000 active. AID 720542, 2013;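 also: potency is read from the fitted curve at half-maximal effect; 0% = vehicle wells and -100% = peptide control; nearly all actives have a fitted effect of over 45% in size; some results filed as inactive show a strong effect at the top dose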
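AMA1 (3D7) with his tag at 25 nM final met compounds first, then biotinylated RON2 peptide at 25 nM; detection used donor plus acceptor beads, 10 µg/mL apiece, read by AlphaScreen after 30 min at room temperature.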
HCV inhibitor – qHTS Assay for Inhibitors of Hepatitis C Virus (HCV); AID 651820, 2012; Potency, µM (highest dose often 41.8 µM), inactives show top-dose activity change, negative = inhibition, usual class: inhibitors; 3.4% of 340,000 active; Huh7.5.1 HCVcc-Cre infection, luciferase reporter, 44 h; also: potency is read from the fitted curve at half-maximal effect
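1,000 cells/well; 4 h culture; + compound; + HCVcc-Cre (~0.5 moi); 44 h; luciferase substrate, RT 15 min; read 15 sec.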
HCMV inh – qHTS Assay for inhibitors of the human cytomegalovirus (HCMV) | activity change, negative = inhibition, % at 57.5 µM | 4.5% of 410,000 active | AID 1259415, 2018 | HFF cells, HCMV-luciferase reporter, 72 h; active compounds read low; in the data active = activity change below about -60%; inconclusive = no clear call, values can overlap the other calls; inactive = above about -39%
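Human foreskin fibroblasts infected with luciferase-reporter HCMV at MOI 1 PFU/cell, compounds at two doses. Luciferase measured 72 h post infection; normalized to buffer-only basal and Salinomycin (10uM) controls.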
Active calls of the source: *; ? = inconclusive; . = not tested or not shown; & = joins results of further samples; [ ] = another dose, or the depositor's remark. Unless noted, calls follow the shape of the dose curve; as a rule, active = well fitted curve in the direction sought with a large enough effect; inconclusive = small, poorly fitted or top-dose-only effect, or another doubt; inactive = no such curve, though single readings can be large; an effect the other way counts as inactive or inconclusive. Unless noted, % is scaled to controls: 0 for no effect and ±100 for the full control effect.

SMILES | Tb PYK inh | AmpC inh detg | AmpC inh no detg | LmPK inhibitor | AMA1 RON2 block | HCV inhibitor | HCMV inh
O=C(O)c1[nH]c2ccccc2c1NS(=O)(=O)Cc1ccccc1 | 4% | 10% | -18% | 5% | -3% | 5% | 61
CCCCCCCCNc1ccccc1S(=O)(=O)NCc1ccccc1 | -13% | . | -23% | . | 59%[activator] | ? | 4
COc1ccc(-c2cc3nc(C)cc(N4CCN(C(=O)c5ccco5)CC4)n3n2)cc1 | 3% | . | . | . | -6% | . | -1
Fc1ccc(C(c2nnnn2Cc2ccco2)N2CCN(C3CCCCC3)CC2)cc1 (stereo not drawn) | 1% | ? | -1% | -2% | -6% | -2%&-13% | 2
COC(=O)c1ccc(OC(=O)c2cccnc2SC)cc1 | -14% | 2% | -19% | 0% | -10% | 12% | -11
CCOc1ccccc1CNC(=O)c1cnc2sc(N3CCCCCC3)nn2c1=O | -10% | -6% | . | . | . | . | -28
CN1CCN(C(=O)c2cnn(-c3ccc(F)cc3F)c2C2CCN(C(=O)OC(C)(C)C)CC2)CC1 | 0%[15.4 µM] | 2% | . | . | . | . | ?
Cc1cc(NC(=O)CSc2nc(-c3ccccc3)nc3c2c(=O)n(C)c(=O)n3C)no1 | 6% | -1% | -4% | 7% | 11% | 11% | -10
C=CCn1c(C(C)NC(=O)COC)nc2ccccc21 (stereo not drawn) | -15% | ? | -2% | -1% | -1% | 6% | 19
O=C(NCCC1CCCCN1S(=O)(=O)c1ccccc1)C(=O)NCCN1CCOCC1 (stereo not drawn) | -13% | -1% | 0% | . | 2% | 17% | 2
Cc1c(Cl)cccc1N=C1SCCN1C(=O)CN1C(=O)NC2(CCCC2)C1=O | -6% | -17% | 129%[activator] | . | -7% | 5% | -10
O=C(NC1CCCCC1)C(c1ccccn1)N(C(=O)Cc1cccs1)c1ccc(Cl)cc1 (stereo not drawn) | 3% | -15% | 79%[activator] | 4% | -22% | -8% | -22
COc1nc(-c2ccc(Cl)cc2)nnc1C | 2% | 1% | 5% | -14% | -12% | 5% | 9
COc1cc(/C=N/NC(=O)C(Cc2c[nH]c3ccccc23)NC(=O)OCC(C)C)cc([N+](=O)[O-])c1O (stereo not drawn) | -12% | -17% | -52% | 2% | 6% | 0% | -3
CSc1nnc(-c2cccc(C)c2)n1N | -2% | -3% | -8% | -2% | 13% | 14% | ?
COc1ccc(N(C)C(=O)C2CCN(S(=O)(=O)c3cc(Br)cc4c3N(C(C)=O)CC4)CC2)cc1 | -4% | -2% | . | . | . | . | 8
COc1ccc(C2=CC(=O)C[C@H](c3ccc4c(c3)OCO4)C2)cn1 | -12% | -4% | -22% | . | -4% | ? | 36
CCOC(=O)c1c(-c2ccccc2)oc2ccc(OC(=O)N(C)C)cc12 | 1% | ? | 137%[activator] | 3% | 46%[activator] | 10µM* | -22
Cc1ccccc1NC(=O)CSC(=O)c1ccccc1 | -10% | . | -28% | . | 9%[11.6 µM] | ? | -1
Cc1ccc(-c2nnc(SCC(=O)N/N=C/c3cccs3)n2-c2ccc(C)cc2)cc1 | -13% | ? | -27% | 2% | -6%[2.32 µM] | -14% | -2
CCOC(=O)C1(Cc2ccc(OC)cc2)CCN(S(C)(=O)=O)CC1 | -4% | 10% | 62%[activator] | 17% | -14% | 10% | 32
CC(=O)Nc1sc2c(c1C#N)CCCC2 | -4% | 2% | . | 2% | -13% | 11µM* | 49
COc1ccc(-c2cccc3c2C2CC3CCN2C(=O)OCc2ccccc2)cc1 (stereo not drawn) | -3% | . | . | . | -5% | 7.9µM* | -20
Cc1cc(OC(=O)c2ccc(F)cc2)c([N+](=O)[O-])c(=O)[nH]1 | 4% | -2% | -5% | -2% | 0% | 21% | -23
O=C(O)c1ccccc1NC(=O)c1ccccc1-c1ccccc1C(=O)O | 3% | -4% | -10% | 0% | -1% | 9% | 36

(continued)
SMILES | Tb PYK inh | AmpC inh detg | AmpC inh no detg | LmPK inhibitor | AMA1 RON2 block | HCV inhibitor | HCMV inh
Cc1[nH]n(C2=NCCS2)c(=O)c1N=Nc1cccc(C(F)(F)F)c1 | 7% | 2% | 1% | -4% | 104%[activator] | ? | ?
O=C(COC(=O)c1ccc(NS(=O)(=O)c2cccs2)cc1O)Nc1nc2ccccc2s1 | 2% | 1% | 1.6µM* | 1% | -7% | -10% | -32
CSc1nnc(C(C)c2ncc(C(F)(F)F)cc2Cl)n1C (stereo not drawn) | 3% | 3% | -14% | 1% | 26% | -1% | 21
COc1cc(OC)cc(C(=O)N[C@H](C(=O)NCc2ccc(F)cc2)C(C)C)c1 | -7% | ? | -16% | 6% | 34%[activator] | -13% | 9
CCC(Sc1nc(C)cc(=O)[nH]1)C(=O)Nc1nc2c(s1)CCCC2 (stereo not drawn) | -2% | 2% | -11% | 7% | 0% | 1% | 16
COc1ccc(CCNc2nc(-c3ccc(F)cc3)c(CC(=O)O)s2)cc1OC | -27% | 9% | -21% | -2% | -2% | 3% | ?
Cc1ccc(-c2noc(C3CCN(C(=O)Nc4ccc(C#N)cc4)CC3)n2)o1 | -1% | ? | -20% | -1% | -5% | 10µM* | -84*
Cc1c(NC(=O)c2ccc(N(C)S(C)(=O)=O)cc2)c(=O)n(-c2ccccc2)n1C | -9% | ? | -13% | -2% | 4% | 33%[activator] | 5
COc1ccc(C(=O)NN(c2ccccc2)c2ccccc2)cc1 | 1% | 3% | -23% | 0% | -3% | -8% | 13
CCOC(=O)Nc1c(O)ccc2oc(C)c(-c3ccccc3)c12 | -11% | -4% | -8% | -9% | 4% | -7% | -3
Nc1cc(C(=O)OCC(=O)NNC(=O)c2cccs2)ccc1Cl | -1% | -1% | -41% | . | 63%[activator] | 11% | -9
Cc1ccc(C)c(CN2C(=O)C3CCCN3c3ccc(C#N)cc32)c1 (stereo not drawn) | . | 1% | -29% | 6% | -5% | ? | 0
CCOC(=O)N1CCN(C(=O)c2noc(C(C)C)c2[N+](=O)[O-])CC1 | -3% | -14% | -9% | 0% | 14% | -2%[8.37 µM] | 5
C=CCNc1nc(NCc2ccccc2)nc(OCC)n1 | 2% | -12% | -20% | 0% | 2% | -5% | -14
OC(COC(c1ccccc1)c1ccccc1)CN1CCc2ccccc2C1 (stereo not drawn) | 2% | -4% | -1% | 1% | -19% | ? | 38
Cc1ccccc1Sc1ccc(N)cn1 | 1% | . | . | . | -2% | -9% | 27
COc1ccc(C(=O)/C=C/Nc2ccc([N+](=O)[O-])cc2C)c(OC)c1 | 9% | 1% | 1.3µM* | 7% | 1% | -8% | 46
O=C1c2ccccc2C(=O)N1CCOc1cccc(Br)c1 | -8% | 6% | -35% | -4% | 20% | . | -9
O=C(NCCCN1CCOCC1)c1c(F)c(F)c(F)c(F)c1F | -4% | 1% | -2% | 5% | 31% | 7% | -17
C=CCn1c(SCc2cc(=O)n3cc(C)ccc3n2)nnc1-c1ccc(F)cc1 | 6% | 0% | 3% | -2% | -5% | 2% | ?
O=C(CSCc1ccccc1)Nc1ccc(F)c(F)c1 | -3% | ? | -39% | 2% | 0%[11.6 µM] | -2% | 33
COc1ccc(C2(C(=O)NC3CCCCC3)CCOCC2)cc1OC | 5% | -7% | -7% | 0% | -7% | 0% | 13
COC(=O)c1nc(N)sc1C(C)C | 2% | 4% | -21% | -4% | 10% | -11% | 2
CCn1c(CCNC(=O)c2ccc(F)cc2)nc2ccccc21 | 1% | -8% | -2% | 2% | 12% | -20% | -30
COC(=O)c1ccccc1NC(=O)c1cc(OC)cc(OC)c1 | -2% | 2% | 0% | 1% | 14% | ? | ?

Continued:
SMILES | Tb PYK inh | AmpC inh detg | AmpC inh no detg | LmPK inhibitor | AMA1 RON2 block | HCV inhibitor | HCMV inh
Cc1ccccc1NC(=O)c1ccc(Nc2c([N+](=O)[O-])cc([N+](=O)[O-])c3ccccc23)cc1 | 1% | -4% | -33% | 3% | ? | 14µM* | -92*
COc1cc(Br)cc(C2C3=C(CCCC3=O)N(c3ccc(F)cc3)C3=C2C(=O)CCC3)c1O | 2% | 10% | 1% | -1% | -3% | ? | -5
COc1cccc(C(=O)c2cn(CC(=O)NCCc3ccccc3)c3nc(C)ccc3c2=O)c1 | 0% | 3% | . | . | . | . | 26
Cc1ccc(S(=O)(=O)N2CCN(C(=O)c3ccc(-n4cncn4)c([N+](=O)[O-])c3)CC2)cc1C | -1% | -3% | 142%[activator] | . | -6% | -5% | 1
CC/C(Cc1ccccc1)=N/NC(=O)CNC(=O)c1ccc(Cl)cc1Cl | 2% | 2% | -31% | 0% | 29% | -4% | 22
CC(=O)Oc1ccccc1Cn1c(C)c(C(=O)NCc2cccc(Cl)c2)sc1=O | -12% | . | . | . | -8% | . | 9
Cc1ccc(Cc2nc3ccccc3nc2SCC(=O)NCCc2ccccc2)cc1 | -1% | 7% | . | . | . | . | 3
COc1ccccc1NC(=O)Cc1ccc(-c2ccccc2)cc1 | -3% | -2% | -31% | -5% | -3% | ? | -24
COc1ccc(-c2ccc3sc4ccccc4c(=O)c3c2)cn1 | -9% | . | . | . | -5% | 10% | -36
O=S(=O)(N1CCCCCC1)N1CCN(S(=O)(=O)N2CCCCC2)CC1 | 1% | 2% | -8% | 0% | -4% | 8% | -7
CCOc1ccc(CCN2C(=S)N([C@@H](CC(C)C)CN3CCCC3CN3C(=S)NC[C@@H]3CC(C)C)C[C@@H]2Cc2ccccc2)cc1 (stereo partly drawn) | -3% | . | . | . | 3% | 5.6µM* | 3

Pulled by compound from the list above, 5 records:
SMILES | Tb PYK inh | AmpC inh detg | AmpC inh no detg | LmPK inhibitor | AMA1 RON2 block | HCV inhibitor | HCMV inh
COC(=O)c1nc(N)sc1C(C)C | 2% | 4% | -21% | -4% | 10% | -11% | 2
COc1nc(-c2ccc(Cl)cc2)nnc1C | 2% | 1% | 5% | -14% | -12% | 5% | 9
Cc1[nH]n(C2=NCCS2)c(=O)c1N=Nc1cccc(C(F)(F)F)c1 | 7% | 2% | 1% | -4% | 104%[activator] | ? | ?
O=C(O)c1ccccc1NC(=O)c1ccccc1-c1ccccc1C(=O)O | 3% | -4% | -10% | 0% | -1% | 9% | 36
C=CCn1c(SCc2cc(=O)n3cc(C)ccc3n2)nnc1-c1ccc(F)cc1 | 6% | 0% | 3% | -2% | -5% | 2% | ?
